# Screening results as filed in PubChem BioAssay.
# Abeta yeast res = compounds reversing amyloid beta toxicity in yeast | yeast expressing A-beta42, growth rescue, OD600, 48 h; response scale: 0% DMSO, 100% iron-clioquinol control | Potency, µM (top dose mostly 46.1 µM), inactives show at the highest dose growth rescue, hits mostly activators | 410,000 tested, 0.063% active; also: potency is read from the fitted curve at half-maximal effect; nearly all actives have a fitted effect of over 55% in size
#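 Yeast A-beta toxicity model in growth medium with pinned compounds, 48 h at 30 C; growth read as absorbance at 600 nm. Normalized to FeCl3/clioquinol equimolar mix (positive) and DMSO (negative).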
# MmCpn inh = inhibitors of Methanococcus maripaludis chaperonin (MmCpn). AID 504842. 330,000 tested, 0.031% active. Potency, µM (top dose mostly 76.9 µM), inactives show at the highest dose activity, negative = inhibition, hits mostly inhibitors. purified Mm-Cpn ATPase, ADP Transcreener TR-FRET; also: potency is read from the fitted curve at half-maximal effect; % is scaled to controls: 0 for no effect and ±100 for the full control effect; nearly all actives have a fitted effect of over 80% in size
#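 ATPase read-out: TR-FRET ADP immunoassay (anti-ADP Eu cryptate vs ADP-d2), ex 320 nm, em 590/665 nm; signal drops as ADP forms. Enzyme 25 nM, ATP 10 uM, 30 min at 37°C after 10 min compound preincubation.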
# PTHR1 agonist = PTHR1 (human) receptor agonism. Potency, µM (top dose mostly 115 µM), without a hit: at the highest dose activation, actives largely listed as activators. 410,000 tested, 0.075% active. HEK293 GP2 PTHR1 cells, GloSensor cAMP luminescence, 1 h; also: potency is read from the fitted curve at half-maximal effect; nearly all actives have a fitted effect of over 55% in size; some results filed as inactive show a strong effect at the top dose; inactives centre near -15; many of its hits are not listed in these tables
# Target sequence (Q03431 whole entry, looked up): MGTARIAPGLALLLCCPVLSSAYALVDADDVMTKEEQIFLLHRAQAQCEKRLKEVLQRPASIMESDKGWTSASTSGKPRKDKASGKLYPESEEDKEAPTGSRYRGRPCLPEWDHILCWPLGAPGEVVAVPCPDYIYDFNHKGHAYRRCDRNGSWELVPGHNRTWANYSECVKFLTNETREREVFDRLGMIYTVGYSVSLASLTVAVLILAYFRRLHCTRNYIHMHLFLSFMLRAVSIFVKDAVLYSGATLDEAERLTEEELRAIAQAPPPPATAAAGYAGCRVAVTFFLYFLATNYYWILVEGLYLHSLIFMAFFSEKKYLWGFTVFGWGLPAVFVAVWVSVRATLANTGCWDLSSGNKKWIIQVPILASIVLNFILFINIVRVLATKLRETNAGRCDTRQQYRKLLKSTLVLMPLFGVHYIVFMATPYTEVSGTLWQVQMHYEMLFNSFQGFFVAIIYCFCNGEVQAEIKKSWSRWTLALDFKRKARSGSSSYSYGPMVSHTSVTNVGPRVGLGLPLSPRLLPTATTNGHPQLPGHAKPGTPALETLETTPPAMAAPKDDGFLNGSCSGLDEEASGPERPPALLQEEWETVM
#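 HEK-293-derived GP2 cells expressing PTHR1 and a GloSensor cAMP reporter, 3,000/well, plated overnight, given luciferin plus IBMX (each 0.5 mM as added) for 1 h at 37 °C, then compound for 1 h at 37 °C. Luminescence was read after 15 min at room temperature.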
# TDP43 rescue = rescues yeast growth from TDP-43 toxicity; TDP-43 expressing yeast growth rescue, BacTiter-Glo, 24 h; Potency, µM (titrated, usually from 46.1 µM), for the others: at the highest dose growth rescue (activation), actives largely listed as activators; 410,000 tested, 1.8% active; also: potency is read from the fitted curve at half-maximal effect; % of control where 0% means no effect; nearly all actives have a fitted effect of over 50% in size
#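 Yeast expressing TDP-43 (pregrown in raffinose, seeded at OD600=0.02 in galactose medium) exposed to compounds 24 hr at 30 deg C. Growth read by BacTiter-Glo luminescence; rescue of toxicity appears as increased signal.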
# aSyn rescue = rescues yeast growth from alpha-synuclein toxicity; Yeast expressing alpha-synuclein, growth rescue, BacTiter-Glo, 24 h; Potency, µM (doses to about 46.1 µM), without a hit: top-dose growth rescue (activation), most hits filed as activators; 370,000 tested, 0.14% active; also: potency is read from the fitted curve at half-maximal effect; % of control where 0% means no effect; nearly all actives have a fitted effect of over 65% in size
#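 Screening used galactose-induced yeast with toxic alpha-synuclein levels, exposed to compound for 24 hr at 30 deg C. Cell growth, read with BacTiter-Glo luminescence, gave the measured signal.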
# pAkt inh = blocks phosphorylation of Akt; Neuro2A IGF-stimulated pAkt S473 HTRF, 20 min; stronger effect = lower value; activity change, % for hits at 50 µM; 360,000 tested, 0.32% active; AID 651550; in the data active = activity change below about -80%; inconclusive = mostly about -51% to -80%; also: % is scaled to controls: 0 for no effect and ±100 for the full control effect
#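 Single-point screen (50 µM final compound) in Neuro2A cells stimulated 20 min with 6 nM IGF at 37 deg C. After lysis, Ser473-phosphorylated Akt read by HTRF (ex 330 nm, em 615/665 nm) as the 665/615 ratio.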
# FUS suppressor = rescues growth of FUS-expressing yeast. S. cerevisiae FUS-expressing, growth rescue, OD600, 24 h. 390,000 tested, 0.24% active. AID 1347120. Potency, µM (doses to about 76.6 µM), for inactives: at the highest dose growth rescue (activation), actives largely listed as activators;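 also: potency is read from the fitted curve at half-maximal effect; plate controls were DMSO vehicle for no effect and reference control for full effect; nearly all actives have a fitted effect of over 55% in size; some results filed as inactive show a strong effect at the top dose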
#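 FUS-expressing yeast, raffinose-pregrown, induced in 2% galactose minimal medium at OD 0.005; compounds in a dilution series, 24hr at 30C. Growth restoration read as absorbance at 600 nm. CP55940 positive control, DMSO negative.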
# HEK293 tox = cytotoxicity counter-screen for GLP-1 receptor inverse agonists | AID 624418 | Potency, µM (series often up to 38.3 µM), without a hit: at the highest dose activity change, negative = inhibition, hits mostly inhibitors | 410,000 tested, 0.13% active | HEK293 cAMP-luciferase reporter cells, luminescence, 24 h;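 also: loss of luciferase light is scored as toxicity; potency is read from the fitted curve at half-maximal effect; % is scaled to controls: 0 for no effect and ±100 for the full control effect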
#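 Step one: seed cells (200 cells/uL, DMEM with 10% Nu serum, 1% pen-strep). Step two: 12-hour incubation at 37 deg C. Step three: pin 23 nL compound, incubate 24 hr. Step four: add luciferase reagent, read luminescence 12 min later.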
# GLP-1R inv ag = inverse agonists of human GLP-1 receptor; HEK293 GLP-1R CRE-luciferase, luminescence, 24 h; GLP-1R form is constitutively active; 410,000 tested, 1.6% active; AID 624417; P43220; Potency, µM (doses to about 38.3 µM), for inactives: at the top dose activity change, negative = inhibition, most hits filed as inhibitors; also: potency is read from the fitted curve at half-maximal effect; % is scaled to controls: 0 for no effect and ±100 for the full control effect; nearly all actives have a fitted effect of over 55% in size
# Target sequence (P43220 whole entry, looked up): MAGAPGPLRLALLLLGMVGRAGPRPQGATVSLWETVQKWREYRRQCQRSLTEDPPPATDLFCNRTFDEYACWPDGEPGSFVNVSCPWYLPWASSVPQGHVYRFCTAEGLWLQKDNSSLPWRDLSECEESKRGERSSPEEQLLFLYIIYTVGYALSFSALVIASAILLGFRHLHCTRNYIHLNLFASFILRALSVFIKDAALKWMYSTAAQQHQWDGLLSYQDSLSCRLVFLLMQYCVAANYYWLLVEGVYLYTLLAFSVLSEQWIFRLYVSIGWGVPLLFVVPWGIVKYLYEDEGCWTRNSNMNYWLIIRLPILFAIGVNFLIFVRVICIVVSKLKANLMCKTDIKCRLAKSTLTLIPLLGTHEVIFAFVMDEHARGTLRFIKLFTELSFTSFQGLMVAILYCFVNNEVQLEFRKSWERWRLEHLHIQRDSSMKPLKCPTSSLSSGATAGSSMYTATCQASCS
#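 Using stably transfected HEK293 (constitutively active GLP-1R, cAMP-luciferase reporter), compounds were incubated 24 hr and luciferase measured by luminescence.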
# * = called active by the depositor; i = inactive; ? = inconclusive; . = not tested or not shown; [ ] = remark or other dose. Unless noted, calls follow the shape of the dose curve; as a rule, active = well fitted curve in the direction sought with a large enough effect; inconclusive = small, poorly fitted or top-dose-only effect, or another doubt; inactive = no such curve, though single readings can be large; an effect the other way counts as inactive or inconclusive.
mol,PTHR1 agonist,HEK293 tox,Abeta yeast res,TDP43 rescue,aSyn rescue,GLP-1R inv ag,pAkt inh,MmCpn inh,FUS suppressor
Cc1cccc(NC(=O)c2ccc(Cl)c(NC(=O)c3ccncc3)c2)c1C,i,-26%,21%,9%,0%,-7%,i,-4%,12%
Cc1cccc(N(C)C(=O)c2cc3c(=O)[nH]c4ccc(C)cc4c3s2)c1,i,2%,-7%,-18%,-3%,-18%,i,-1%,14%
Cc1cccc(Nc2nnc(SCC(=O)Nc3ncc(C(F)(F)F)cc3Cl)s2)c1C,-7%,1%,-9%,15%,-7%,?,i,-8%,.
COC(=O)c1sc2nc(SCc3cccc(Cl)c3)n(N)c(=O)c2c1C,i,10%,-6%,4%,6%,10%,i,-4%,23%
CCOc1cc2sc(N3CCC(C(=O)Nc4ccc(C)cc4)CC3)nc2cc1Br,-4%,1%,-5%,-5%,0%,83%[activator],.,.,-17%
COc1ccccc1N(CC(=O)NCCSc1ccccc1)S(=O)(=O)c1ccc(C)cc1,-43%[inhibitor],-1%,-6%,0%,.,?,.,.,43%
CN(Cc1cnccn1)Cc1ccccc1OCC(O)CN1CCc2ccccc2C1 (configuration not stated),i,-21%,11%,-12%,-4%,?,i,0%,-23%
COc1cccc(/C=N/n2nnnc2N)c1O,i,17%,-18%,-10%,-2%,16%,i,-6%,?
CC(=O)Cc1nsc(Nc2ccc(F)cc2)n1,-12%,-4%,-13%,-13%[9.22 µM],-2%,16%,i,-1%,3%
CCCN(C(=O)c1cccs1)c1nnc(-c2ccncc2)s1,-41%[inhibitor],3%,-19%,9%,-5%,17%,i,-1%,6%
Cc1cc(C)nc(SCCCn2c(=O)[nH]c3ccccc32)n1,i,-21%,-2%,10%,-1%,89%[activator],-125%*,2%,10%
C[C@@H]1C=C(C(=O)N2CCN(C)CC2)O[C@H](OCc2ccc(CO)cc2)C1,-16%,12%,0%,28%,-3%,5%,i,.,2%
O=C(NC1CCN(S(=O)(=O)c2ccccc2F)CC1)c1ccco1,i,8%,-3%,-19%,-1%,3%,i,0%,12%
Cc1ccc(S(=O)(=O)N(C)C)cc1NC(=O)COC(=O)CCC(=O)c1ccc(F)cc1,i,1%,-7%,-12%[9.22 µM],-4%,16%,i,0%,13%
COc1ccc(N=C2SC(CC(=O)Nc3ccccc3)C(=O)N2Cc2ccccn2)cc1 (configuration not stated),-2%,-2%,15%,-8%[0.397 µM],7%,?,i,1%,28%
Cn1c(Cc2cccc3ccccc23)nnc1SCC(=O)N1CCN(c2cccc(Cl)c2)CC1,-13%[57.5 µM],-19%,0%,?,23%,?,i,-16%,?
COc1ccc(S(=O)(=O)N2CCCCC2c2cc(C(=O)NCc3ccc(F)cc3)no2)cc1 (configuration not stated),-51%[inhibitor],0%,-1%,18%,11%,?,i,.,39%
O=C(NCC1CCCO1)c1cn(Cc2ccccc2)nc1-c1ccc(Cl)cc1 (configuration not stated),i,6%,-13%,0%,-3%,?,i,0%,14%
CCOC(=O)c1c(NC(=O)CSc2ncnc3[nH]ncc23)sc2c1CCC(C)C2 (configuration not stated),-18%,24%,-1%,-21%[0.397 µM],15%,107%[activator],i,-1%,33%
CCOc1ccccc1NC(=O)CSc1c(C)n[nH]c1C,-26%[57.5 µM],-10%,11%,-4%,3%,8%,i,1%,-2%
CCOc1ccc(S(=O)(=O)N2CCCCC2)cc1NC(=O)CN1CCCC1c1cccs1 (configuration not stated),-41%[inhibitor],0%,11%,14%,9%,?,i,1%,28%
COc1ccc(C2(c3ccc(OC)cc3)NC(=O)N(CC(=O)NC3(C#N)CCCC3)C2=O)cc1,-5%,-21%,0%,6%,0%,-14%,i,-2%,.
CC(C)N(Cc1cnn(C)c1)C(=O)c1ccc(OC2CCN(Cc3ccccn3)CC2)cc1,i,-31%,0%,12%,2%,?,i,0%,7%
Cc1csc(=O)n1CC(=O)OCC(=O)Nc1ccccc1C(C)C,-12%,2%,12%,5%,-7%[1.84 µM],-1%,i,1%,19%
Cc1cccc(NC(=O)CSCC(=O)OCc2ccccn2)c1,0%,0%,-6%,-6%,5%,0%,i,0%,21%
Cc1cc(C)cc(OCC(=O)OC/C(O)=C(\C#N)c2nc3ccccc3[nH]2)c1,i,?,3%,-8%,1%,?,i,-1%,24%
CSc1ncccc1C(=O)NCc1ccc(C)cc1,i,23%,-8%,-5%,-1%,1%,i,-3%,6%
Cc1cc(-c2ccncc2)n2ncc(-c3ccccc3)c2n1,-88%[inhibitor],3%,-25%,?,17%,15%,i,.,12%
CCC(CC)NC(=O)c1cc(S(=O)(=O)N2CCCCC2)ccc1N1CCOCC1,i,-19%,-16%,11%,4%,15%,i,-2%,-9%
COc1ccccc1NC(=O)C1CCCN(c2ncnc3onc(-c4ccc(F)cc4)c23)C1 (configuration not stated),-12%,-1%,-16%,11%,.,3%,.,.,-14%
OCCC1CN(Cc2cnc(N3CCOCC3)s2)CCN1C1CCCC1 (configuration not stated),-22%,1%,-1%,8%,0%,8%,i,0%,-8%
O=S(=O)(Cc1cc(Cl)nc(-c2ccncc2)n1)c1ccccc1,-27%,?,-7%,0%,9%,25%,i,1%,38%
COc1ccc(C2(C)ON(c3ccccc3C(F)(F)F)C2=O)cc1 (configuration not stated),-13%,4%,-37%[inhibitor],-43%[inhibitor],5%,?,i,-3%,6%
O=C(NC1CCCC1)c1ccc(Br)c(S(=O)(=O)N2CCCCC2)c1,-1%,-3%,-6%,-6%,0%,?,i,-1%,8%
COc1ccc2[nH]c(=O)c(CN(C(=O)c3ccco3)C3CCCCC3)cc2c1,-32%[inhibitor],-29%,23%[9.22 µM],21%,1%,?,i,-1%,-7%
Cc1ccc(Cc2c(-c3ccco3)nc3ccc(Br)cn23)cc1,-2%,0%,-47%[inhibitor],0%,?,11%,i,.,30%
CCOC(=O)CSc1nnc2n(C3CCCCC3)c(=O)c3c4c(sc3n12)CCCC4,?,0%,1%,-14%,4%,4%,.,0%,12%
CCOC(=O)c1ccc(N2C(=O)c3n[nH]c(-c4cccs4)c3C2c2ccc(C)cc2)cc1 (configuration not stated),i,-5%,-35%[inhibitor],-2%,.,5%,.,.,43%
COc1ccc(Cl)cc1C(=O)Nc1ccc(S(=O)(=O)N2CCCC2)cc1,-11%,1%,6%,0%,-4%,6%,i,-1%,.
CC(C)N=c1c([N+](=O)[O-])nn(C)n1O,23%,3%,?,17%,3%,9%,i,-1%,-37%
COCC(C)NC(=O)c1ccc2c(c1)S(=O)(=O)c1ccccc1C2=O (configuration not stated),-24%,3%,6%,7%,-5%,96%[activator],i,1%,18%
O=C(COC(=O)CC1SC(N2CCCC2)=NC1=O)Nc1ccc(Br)cc1 (configuration not stated),i,7%,-6%,4%,-5%,21%,i,0%,7%
O=C(Nc1cc(Cl)cc(Cl)c1)C1C2C=CC3(O2)C1C(=O)N(CCCN1CCOCC1)C3C(=O)NC1CCCCC1 (configuration not stated),i,-5%,-20%,-12%,-2%,?,i,0%,3%
O=C(COc1ccccc1F)Nc1ccc2oc(-c3cccc(Cl)c3)nc2c1,15%,-1%,-6%,-11%,.,15%,.,.,-19%
CN(c1ccc(OCC(=O)Nc2nc3ccccc3s2)cc1)S(=O)(=O)c1ccccc1,-86%[inhibitor],5%,-11%,7%,-2%,-24%,i,-3%,?
COc1ccc(C(=O)Nc2ccnn2C2CCN(C(=O)c3cnsn3)CC2)cc1,-23%,-8%,-9%,2%,-1%,2%,i,-1%,.
CCc1ccc(Sc2cc(C(=O)O)c3ccccc3n2)cc1,i,4%,3%,24%,.,-9%,.,.,7%
COc1ccc(C(=O)OCn2nnc3ccccc3c2=O)cc1OC,-8%[57.5 µM],-3%,-19%,-9%,-2%,25%,i,2%,5%
O=C(Nc1ccc(Oc2ccccc2)cc1)C1CC1,i,5%[0.307 µM],9%,5.6µM*,-29%,31%[activator][0.307 µM],i,0%,-14%
C=CCNC(=O)c1cc2c(C(F)(F)F)nn(C)c2s1,-32%[inhibitor],7%,16%[9.22 µM],2%,3%,24%,i,1%,-46%
CN(CC(=O)Nc1ccccc1C(F)(F)F)C(=O)CC1OC(=O)c2ccccc21 (configuration not stated),-15%,16%,-17%,12%,-2%,15%,i,-1%,.
Clc1ccc(-c2nc(N3CCOCC3)nc3ccccc23)cc1,i,57%[activator],-7%,-8%,-4%,6%,i,0%,0%
CCc1ccc(NC(=O)CSc2nccn(-c3ccc4c(c3)OCCO4)c2=O)cc1,-54%[inhibitor],-15%,0%,?,14%,?,i,?,18%
N#CC1=C(N)Oc2c(oc(CO)cc2=O)C1c1ccsc1 (configuration not stated),i,-3%,13%,5%,0%,2%,i,-1%,-36%
CCc1cc(C(=O)N(CC)CC(=O)Nc2ccc(OC)cc2)sc1C,i,-18%,-1%,-6%,7%,-26%,i,-1%,.

# Not all compounds are listed; rates above refer to the full screens.
